# Rv3671c inh – inhibits the M. tuberculosis serine protease Rv3671c. P9WHR9. inhibition, % at 5.96 µM. 320,000 tested, 0.048% active; in the data active = inhibition above about 38%;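 also: extracellular domain of Rv3671c used as enzyme; 0% = enzyme with DMSO and 100% = no enzyme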
# Target sequence (P9WHR9 whole entry, looked up, the tested form may be a part): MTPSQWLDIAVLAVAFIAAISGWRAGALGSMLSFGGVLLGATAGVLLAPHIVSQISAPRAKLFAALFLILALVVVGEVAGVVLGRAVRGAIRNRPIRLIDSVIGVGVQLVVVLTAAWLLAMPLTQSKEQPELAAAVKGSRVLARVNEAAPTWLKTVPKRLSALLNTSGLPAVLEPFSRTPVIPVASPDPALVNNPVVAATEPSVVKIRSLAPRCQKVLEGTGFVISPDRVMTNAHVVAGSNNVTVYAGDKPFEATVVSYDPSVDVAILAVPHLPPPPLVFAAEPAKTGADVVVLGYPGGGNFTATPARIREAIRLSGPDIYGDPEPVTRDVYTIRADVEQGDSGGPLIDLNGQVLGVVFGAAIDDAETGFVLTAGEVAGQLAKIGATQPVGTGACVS
# CCHFV vOTU inh – CCHFV vOTU protease inhibition | 370,000 tested, 0.55% active | inhibition, % at 11.5 µM | Pep-AMC fluorescence; in the data active = inhibition above about 30%; also: 0% = vehicle wells with enzyme and 100% = no enzyme wells
# SARS 3CLpro inh – SARS-CoV 3CLpro protease inhibition | P0C6X7 | recombinant SARS-CoV 3CLpro, quenched FRET peptide cleavage | inhibition, % at 6 µM | 290,000 tested, 0.14% active; in the data active = inhibition above about 12%
# Y pestis TopoI – Y. pestis Topo-I inhibition via cleavage products; Y. pestis Topo-I cleavage product accumulation, plate reader; activity, % at 10 µM; 360,000 tested, 0.064% active; in the data active = activity above about 50%, passing the limit was not always enough; also: inactives centre near 2
# PriA SSB inh – inhibitors of Klebsiella pneumoniae PriA binding to SSB C-terminal tail. AlphaScreen SSBct-PriA binding, biotinylated peptide. 430,000 tested, 0.6% active. inhibition, % at 33 µM; in the data active = inhibition mostly above about 37%, no sharp cut-off; inactive = mostly below about 20%;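 also: plate controls were negative control peptide for no effect and reference peptide for full effect; strong numbers were not always called active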
# DUSP3 inh – DUSP3 (human) phosphatase inhibition; recombinant VHR phosphatase, pNPP absorbance; inhibition, % at 13.3 µM; 290,000 tested, 0.52% active; in the data active = inhibition above about 50%; also: some compounds called inactive have numbers as strong as hits
# Target sequence (P51452 whole entry, looked up): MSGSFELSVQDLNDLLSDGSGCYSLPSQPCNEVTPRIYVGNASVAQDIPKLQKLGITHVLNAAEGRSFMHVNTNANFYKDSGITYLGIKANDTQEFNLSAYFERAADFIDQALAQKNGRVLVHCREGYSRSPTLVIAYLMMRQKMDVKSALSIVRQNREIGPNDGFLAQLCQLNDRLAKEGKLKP
# PrPC surface inh – inhibitors of human cell surface prion protein PrPC | TR-FRET read-out | AID 720596 | 370,000 tested, 0.43% active | P04156 | inhibition, % at 13.8 µM; in the data active = inhibition above about 24%; also: 0% = median of the test wells and 100% = reference compound wells
# TcdB inh – TcdB glycohydrolase inhibition; inhibition, % at 9.99 µM; P18177; TcdB glycohydrolase enzymatic assay, plate reader; 350,000 tested, 0.24% active; in the data active = inhibition above about 10%
# Vc quorum ag – inducers of Vibrio cholerae quorum light production without autoinducers. AID 588436. 350,000 tested, 0.16% active. activation, % at 18.7 µM. V. cholerae BH1578 lux reporter, luminescence, 6 h; in the data active = activation mostly above about 9.7%, no sharp cut-off; also: not every result past the cut was called active; inactives centre near 0; reference of the scale not given here
# MazF activator – MazEF (E. coli) toxin RNase activation; P0AE70; activation, % at 20 µM; AID 504720; 350,000 tested, 0.32% active; FAM/BHQ RNA-DNA oligo cleavage fluorescence, 5 h; in the data active = activation above about 50%
# Target sequence (P0AE70 whole entry, looked up): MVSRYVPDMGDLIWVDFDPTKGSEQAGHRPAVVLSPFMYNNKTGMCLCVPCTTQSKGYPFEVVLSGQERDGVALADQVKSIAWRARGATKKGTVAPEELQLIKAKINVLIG
# * = called active by the depositor; i = inactive; . = no result given; & = joins results of further samples. These rows are one share of the data. The share of hits here may be higher or lower than overall.
SMILES,Rv3671c inh,CCHFV vOTU inh,SARS 3CLpro inh,Y pestis TopoI,PriA SSB inh,DUSP3 inh,PrPC surface inh,TcdB inh,Vc quorum ag,MazF activator
COc1ccc(NC2(c3ccccc3)OC(=O)c3ccccc32)cc1 (configuration not stated),-1,8,0,-12,9,4,3,1.0,-0.1,3
Cc1nc(CNC(=O)c2ccccc2OC2CCN(S(C)(=O)=O)CC2)cs1,0,-2,8,-6,-4,16,5,0.5,-1.4,9
Cc1cccc(C)c1NC(=O)C1CCN(C(=O)c2cccs2)CC1,0,-6,3,0,1,12,5,-0.6,i,4
COC(=O)CC1COc2ccccc2N1C(=O)c1ccc(C(C)(C)C)cc1 (configuration not stated),-2,11,0,30,-7,13,4,.,i,-5
CC1CCN(S(=O)(=O)c2nnc(NC(=O)c3cccc(Cl)c3)s2)CC1,-7,7,6,7,-4,21,-7,8.7,-1.3,4
N#Cc1cc(C(=O)c2ccccc2O)cn(-c2nccs2)c1=O,2,-1,-2,4,-8,-1,-2,.,-0.3,i
C=CCOC(=O)C1=C(C)NC(C)=C(C(=O)OCC=C)C1/C=C/c1ccccc1,-3,-11,6,23,-42,8,0,.,-1.6,-2
COc1ccc(N2CC(C)Cn3c2nc2c3c(=O)n(Cc3ccccc3)c(=O)n2C)c(OC)c1 (configuration not stated),8,8,2,34,17,1,4,1.3,-0.3,3
CC(=O)Nc1cccc(NC(=O)NC2CC(=O)N(c3ccc4c(c3)OCCO4)C2)c1 (configuration not stated),.,-6,.,3,.,.,-2,2.3,-1.3,1
CCCCCCC#Cc1ccc2c(c1)COc1c3ccccc3nn1-2,-8,2,.,5,-1,-23,-3,-0.6,-0.5,8
O=C(NCc1ccccn1)C1Nc2ccc(C(F)(F)F)cc2C2C=CCC12 (configuration not stated),1,-6,.,10,11,.,-11,-0.3,-1.1,8
N#CCC(=O)N/N=C/c1coc2ccccc2c1=O,7,-2,7,-7,i,2,-3,2.3,-0.3,-8
Cc1nnc(SCC(=O)N(CC(C)C)c2c(N)n(CC(C)C)c(=O)[nH]c2=O)n1-c1ccccc1,-3,3,7,-2,-12,-19,0,-0.1,-0.4,-6
COc1cc(/C=C/C(=O)OCC(=O)NCc2ccc3c(c2)OCO3)cc(OC)c1OC,8,5,.,19,-5,.,2,1.6,i,4
CCCCCN(C(=O)CCC(=O)OCc1cccc(F)c1)c1c(N)n(CCCC)c(=O)[nH]c1=O,5,6,.,-3,-3,.,-4,2.6,-5.1,-1
CN(C)S(=O)(=O)c1cccc(C(=O)OCC(=O)Nc2ccc3c(c2)OCCO3)c1,-6,-7,.,0,5,.,3,1.4,i,12
CNc1ccc(OC)cc1-n1cnc(-c2ccc([N+](=O)[O-])cc2)c1,6,7,7,2,9,4,-6,1.3,i,13
Cc1ccc(SCC(=O)OC(C)C(=O)NC2(C#N)CCCCC2)cc1 (configuration not stated),9,-4,.,-2,-6,.,4,0.1,i,-2
Cn1nc(C(F)(F)F)c(C#N)c1N1CCN(c2ccc(F)cc2)CC1,3,7,4,-4,-6,11,17,.,-0.2,0
CC1(C)C[C@@H](O)CC2(C1)C[C@]1(C)CC(O)[C@H]2C(C)(C)C1 (some centres not stated),0,16,.,19,-1,.,9,2.1,0.6,5
Clc1cccc(N2CCNCC2)c1Cl,-3,1,2,5,-6,22,-2,.,-0.2,5
Cc1c2cnn(CC(=O)N3CCC4(CC3)OCCO4)c(=O)c2c(C)n1Cc1cccc(Cl)c1,1,4,5,27,14,6,4,0.3,i,-11
COc1ccc(C)cc1-n1nnnc1SCc1nc(N)nc(N(C)C)n1,.,-4,.,-7,.,.,6,2.0,-1.0,.
CCOC(=O)C1CCCN(C(=O)Nc2c(-c3ccccc3)noc2C)C1 (configuration not stated),7,-3,-4,-6,-4,9,-9,-0.1,-0.3,-2
N#CCCN(C(=O)COC(=O)C1CCN(S(=O)(=O)c2ccc3c(c2)OCCO3)CC1)c1ccccc1,6,9,.,0,4,.,-4,1.9,i,-3

# Continuation.
SMILES,Rv3671c inh,CCHFV vOTU inh,SARS 3CLpro inh,Y pestis TopoI,PriA SSB inh,DUSP3 inh,PrPC surface inh,TcdB inh,Vc quorum ag,MazF activator
CCOC(=O)C1CCN(C(=O)c2cc(OCC)c(OCC)c(OCC)c2)CC1,5,10,-3,-14,-14,19,1,.,15,-14
Cc1nc(Cl)sc1C(=O)Nc1ccc2ccccc2c1,-4,-4,2,-6,-12,-5,7,0.8,-1.9,-1
CCOc1ccccc1N(CC(=O)NC1CCCC1)C(=O)CCCC(=O)Nc1ccccn1,11,-3,2,12,-1,10,3,.,i,2
O=C(CSc1nc2c(oc3ccccc32)c(=O)n1CC1CCCO1)NCc1ccc(F)cc1 (configuration not stated),.,4,.,7,-5,.,2,3.0,-5.6,-8
COc1ccc(OC)c(S(=O)(=O)N2CCCC(C(=O)NCc3ccco3)C2)c1 (configuration not stated),2,7,-5,4,-10,30,5,0.5,-0.2,-1
CN(c1ccccc1)S(=O)(=O)c1cccc(NC(=O)C2CC(=O)N(Cc3ccccc3)C2)c1 (configuration not stated),-19,6,4,14,-11,1,11,3.8,i,4
CCOC(=O)C1CCN(C(=O)C2CC(=O)N(c3ccc(C)cc3)C2)CC1 (configuration not stated),5,-11,0,7,10,12,-8,2.6,-0.5,5
CCOc1ccc2c(c1)cc(CN(C(=O)CC)C1CCCCC1)c1nnnn12,-9,-10,0,8,-16,22,-4,.,i,-1
O=C(Nc1ccc2c(c1)OCO2)N1CCOCC1,-25,3,0,1,-10,12,5,0.9,-0.4,-6
CCc1ccc(N2C(=O)Cc3c2nc(N)c(C#N)c3N)cc1,9,5,3,-9,4,-6,-18,0.0,i,-69
O=C(Nn1cnc2ccccc2c1=O)c1ccc(F)cc1Cl,5,-15,8,1,-14,27,-3,0.5,-0.4,4
Cc1cc2nnc(SCC(=O)N(C)C3CCS(=O)(=O)C3)n2c2ccccc12 (configuration not stated),3,-2,-4,4,-1,30,-15,0.1,-1.6,7
CC(OC(=O)C1CCN(S(=O)(=O)c2ccc(C(C)(C)C)cc2)CC1)C(=O)N(C)C1CCCCC1 (configuration not stated),.,4,.,15,9,.,-6,0.9,-0.8,-5
COc1ccc(NC(=O)c2cccc(N3C(=O)C4CC=C(C)CC4C3=O)c2)c(OC)c1 (configuration not stated),2,22,-4,24,-4,24,1,0.0,i,0
COc1ccc(N2CCN(C(=O)c3ccc(S(=O)(=O)N4CCOCC4)cc3)CC2)cc1,4,-2,-1,-1,-18,51*,-4,.,i,-2
Cc1cccnc1NC(=O)CSc1ccc2c(c1)OCCO2,-9,-4,.,5,2,.,1,0.6,-2.1,11
COc1ccc(N2CCN(Cc3cc(=O)oc4cc(-c5ccccc5)c(O)cc34)CC2)cc1,3,-2,1,-12,-14,19,1,.,i,11
COCCN(C(=O)COC(=O)CC(C)c1ccccc1)c1c(N)n(Cc2ccccc2)c(=O)[nH]c1=O (configuration not stated),-2,-4,.,18,-2,.,2,0.3,-0.7,8
COC(=O)C(CCSC)NC(=O)CNS(=O)(=O)c1ccc(Br)cc1 (configuration not stated),3,-7,5,5,-25,37,0,.,-2.5,5
CCOC(=O)C(=O)Nc1nc(-c2ccccc2)c(-c2ccccc2)o1,4,3,4,-5,-9,1,3,0.6,-0.4,-1
CC(C)CCC1(CCNC(=O)c2cccs2)CCOC(C)(C)C1 (configuration not stated),3,15,-1,-5,-11,-6,-2,1.1,i,-4
COC(=O)c1ccc(/C=N/N2C(C)CCCC2C)cc1 (configuration not stated),2,1,-4,17,.,14,0,0.6,i,2
Cc1ccc(NC(=O)CC2SC3=NCCN3C2=O)cc1 (configuration not stated),1,-8,-1,-8,-4,13,-4,.,i,0
COc1ccccc1C(=O)Nc1cccc2nc(C)ccc12,3,-11,3,-2,-5,5,-3,-0.5,-0.7,2
COc1cccc(C(=O)NCC(=O)OCc2ccc(F)cc2Cl)c1,7,12,0,-5,-27,8,-1,0.4,i,-6

# Sorted by formula weight (falling): some entries from above.
SMILES,Rv3671c inh,CCHFV vOTU inh,SARS 3CLpro inh,Y pestis TopoI,PriA SSB inh,DUSP3 inh,PrPC surface inh,TcdB inh,Vc quorum ag,MazF activator
CCOc1ccccc1N(CC(=O)NC1CCCC1)C(=O)CCCC(=O)Nc1ccccn1,11,-3,2,12,-1,10,3,.,i,2
COc1ccc(N2CCN(C(=O)c3ccc(S(=O)(=O)N4CCOCC4)cc3)CC2)cc1,4,-2,-1,-1,-18,51*,-4,.,i,-2
COc1ccc(NC(=O)c2cccc(N3C(=O)C4CC=C(C)CC4C3=O)c2)c(OC)c1 (configuration not stated),2,22,-4,24,-4,24,1,0.0,i,0
CCOC(=O)C1CCN(C(=O)c2cc(OCC)c(OCC)c(OCC)c2)CC1,5,10,-3,-14,-14,19,1,.,15,-14
CCOc1ccc2c(c1)cc(CN(C(=O)CC)C1CCCCC1)c1nnnn12,-9,-10,0,8,-16,22,-4,.,i,-1
COc1cccc(C(=O)NCC(=O)OCc2ccc(F)cc2Cl)c1,7,12,0,-5,-27,8,-1,0.4,i,-6
CCOC(=O)C(=O)Nc1nc(-c2ccccc2)c(-c2ccccc2)o1,4,3,4,-5,-9,1,3,0.6,-0.4,-1
Cc1cccnc1NC(=O)CSc1ccc2c(c1)OCCO2,-9,-4,.,5,2,.,1,0.6,-2.1,11
Cc1nc(Cl)sc1C(=O)Nc1ccc2ccccc2c1,-4,-4,2,-6,-12,-5,7,0.8,-1.9,-1
Cc1ccc(NC(=O)CC2SC3=NCCN3C2=O)cc1 (configuration not stated),1,-8,-1,-8,-4,13,-4,.,i,0

# New compounds follow:
SMILES,Rv3671c inh,CCHFV vOTU inh,SARS 3CLpro inh,Y pestis TopoI,PriA SSB inh,DUSP3 inh,PrPC surface inh,TcdB inh,Vc quorum ag,MazF activator
CCCCCOC(=O)Cc1c(C)nc(-c2ccccc2)[nH]c1=O,-1,4,1,12,-9,10,3,.,-0.3,-5
CCCC(=O)N1CCN(c2ccc(NC(=S)NC(=O)c3cccc(C)c3)cc2)CC1,-1,-11,1,19,19,13,4,0.3,i,10
CC(C)(C)c1cc(Cc2ccccc2)[nH]n1,-7,-1,4,-3,-12,8,-2,.,-2.0,-1
COC(=O)c1ccccc1Oc1cnc2ccccc2n1,-5,-6,-5,3,-7,17,-1,3.7,i,-2
COCc1c(Br)c(C)nc(OCC(=O)N/N=C/c2cc(C)n(-c3ccc([N+](=O)[O-])cc3)c2C)c1C#N,15,-6,-2,24,.,3,-4,1.0,2.2,6
CCOC(=O)c1c(CN2CCC(C)CC2)n(C)c2cc(Br)c(OC)cc12,7,-4,-1,17,-2,25,-2,-0.7,-0.3,5
COc1cc(/C=N/NC(=O)c2ccc(Cn3cc([N+](=O)[O-])cn3)o2)cc(Br)c1O,3,17,0,-6,.,22,-2,-12,i,2
COc1ccccc1NC(=O)c1ccccc1NS(=O)(=O)c1cccs1,-1,1,2,-7,-7,23,-5,0.8,-0.4,5
Cc1onc(-c2c(F)cccc2Cl)c1C(=O)Nc1cc(S(=O)(=O)N2CCCCC2)ccc1O,.,19,.,4,-1&15&-2,.,12,-3.2,-1.4,10
Cc1cc(CNC(=O)c2ccc(C)c([N+](=O)[O-])c2)c2ccccc2n1,3,3,6,-5,0,14,-1,0.9,-0.3,5
CC(Cc1c[nH]c2ccccc12)C(=O)O (configuration not stated),-10,0,-2,-3,-2,26,-2,2.0,-0.4,9
CC(CC(=O)NCc1ccc(Cl)cc1)S(=O)(=O)c1ccc2c(c1)NC(=O)CO2 (configuration not stated),5,4,0,-7,-2,15,3,0.8,-0.3,8
COc1ccc(N2CCN(CC(=O)c3ccccc3)CC2)cc1,-2,-1,-1,-1,13,5,0,0.1,i,-5
CCCCNC(=O)N1CCCC(N(C)CCc2ccc(OC)c(OC)c2)C1 (configuration not stated),-5,-4,0,3,-2,-20,-5,-0.4,0.7,1
CCC(C)(C)NC(=O)CN(CC1CCCO1)C(=O)CCC(=O)Nc1nccs1 (configuration not stated),8,19,4,-5,-8,-15,-6,.,i,1
CC(=O)N1C(c2ccccc2)CC(=O)OC1c1ccc2c(c1)OCO2 (configuration not stated),0,0,-3,1,-1,8,3,.,i,3

# Assay outcomes deposited in PubChem BioAssay by several laboratories.
